Screens from PubChem BioAssay.
CHT PAM = allosteric activators of human choline transporter CHT | CHT-expressing cells, membrane potential dye, choline EC20; stronger effect = higher value; LV-AA mutant CHT in HEK293 cells | B-score at 10 µM | actives 0.49% (n = 310,000) | AID 488977 | Q9GZV3;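 active = initial fluorescence not abnormally high and integrated response B-score, plate-corrected, over 3 SD above library mean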
Target sequence (Q9GZV3 whole entry, looked up): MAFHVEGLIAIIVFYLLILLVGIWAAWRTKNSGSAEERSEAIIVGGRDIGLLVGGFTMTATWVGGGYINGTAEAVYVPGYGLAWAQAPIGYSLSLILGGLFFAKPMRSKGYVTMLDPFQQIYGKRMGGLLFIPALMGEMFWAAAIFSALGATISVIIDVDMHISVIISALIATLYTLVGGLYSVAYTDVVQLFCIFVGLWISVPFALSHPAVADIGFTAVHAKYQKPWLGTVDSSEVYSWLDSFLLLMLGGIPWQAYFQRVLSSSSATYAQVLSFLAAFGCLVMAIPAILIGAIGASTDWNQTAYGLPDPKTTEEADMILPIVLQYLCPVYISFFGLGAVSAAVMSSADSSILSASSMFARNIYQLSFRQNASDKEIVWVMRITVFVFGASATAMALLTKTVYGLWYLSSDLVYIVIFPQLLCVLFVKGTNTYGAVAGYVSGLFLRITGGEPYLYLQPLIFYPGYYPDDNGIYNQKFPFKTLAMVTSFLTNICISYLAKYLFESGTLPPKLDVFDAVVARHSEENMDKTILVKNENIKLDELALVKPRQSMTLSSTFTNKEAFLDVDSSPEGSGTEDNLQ
CHT inh = inhibits the human high affinity choline transporter; Q9GZV3; CHT-expressing cells, membrane potential dye, choline response; stronger effect = lower value; B-score at 10 µM; actives 0.86% (n = 310,000);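 active = B-score over 3 SD under the library average, and starting fluorescence ratio not unusually high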;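 note: choline stimulus applied at its EC90 after an EC20 pre-addition; B-score computed on integrated fluorescence ratio after choline addition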
* hit, by the source's call; i = inactive.

SMILES	CHT PAM	CHT inh
CC1CCCN(C(C(=O)NC2CCCCC2)c2cc3c(cc2[N+](=O)[O-])OCO3)C1 (centres undefined)	i	i
CCc1ccccc1NC(=O)N[C@H](C(=O)O)C(C)CC (some centres undefined)	i	i
CCOC(=O)Nc1ccc2c(c1)N(C(=O)CNC)c1ccccc1CC2	i	i
O=C(NCc1ccco1)C1CCN(S(=O)(=O)N2CCC3(CC2)OCCO3)CC1	i	i
CCOC(=O)C1=C(c2ccccc2)NC(=O)NC1c1ccc(OC)c(OC)c1 (centres undefined)	i	i
O=C(CSCc1ccc(Cl)cc1Cl)Nc1c[nH]c(=O)[nH]c1=O	i	i
CCCC(=O)c1c(NCCO)cc(C)oc1=O	i	i
Cc1ccc(C)c(OC(=O)c2ccncc2)c1	i	i
CCCc1nn(C)c(C(=O)Nc2cccc3ccccc23)c1Cl	i	i
C/C(NCc1ccccc1)=C(\C#N)C(=O)NCc1ccccc1	i	i
Cc1cc(C)c(NC(=O)Cn2ncc3ccccc32)c(C)c1	i	i
Cc1onc(-c2c(F)cccc2Cl)c1C(=O)Nc1cccc(S(=O)(=O)NCc2ccco2)c1	i	i

Compounds from the list above containing a Cl atom (three):
SMILES	CHT PAM	CHT inh
O=C(CSCc1ccc(Cl)cc1Cl)Nc1c[nH]c(=O)[nH]c1=O	i	i
CCCc1nn(C)c(C(=O)Nc2cccc3ccccc23)c1Cl	i	i
Cc1onc(-c2c(F)cccc2Cl)c1C(=O)Nc1cccc(S(=O)(=O)NCc2ccco2)c1	i	i

Back to the main list with the three entries that preceded the break.
SMILES	CHT PAM	CHT inh
C/C(NCc1ccccc1)=C(\C#N)C(=O)NCc1ccccc1	i	i
Cc1cc(C)c(NC(=O)Cn2ncc3ccccc32)c(C)c1	i	i
Cc1onc(-c2c(F)cccc2Cl)c1C(=O)Nc1cccc(S(=O)(=O)NCc2ccco2)c1	i	i
COC(=O)c1ccc2c(c1)C(C)(C)C(/C=C/c1ccc(O)cc1)=[N+]2C	6.5*	i
CC(C)(C)c1ccc(OCC(O)CNC(=O)c2ccccc2C(=O)O)cc1 (centres undefined)	i	i
CC(=O)N1CN(C2CC(C)(C)NC(C)(C)C2)Cc2c1sc1c2CCCC1	i	i
Cn1cccc1C(=O)NC(=O)COC(=O)c1cc(S(=O)(=O)N2CCCCC2)ccc1Cl	i	i
CC(CC(=O)N1CCN(c2ccccc2)CC1)c1ccccc1 (centres undefined)	i	i
Cc1ccccc1C(=O)Nc1cccc(NC(=O)c2ccc(F)cc2)c1	i	i
COC(=O)C/C=N/N=C1/NC(=O)/C(=C/C(=O)O)S1	i	i
CCNc1ccc(C(=O)OCC(=O)NC(C)c2ccccc2)cc1[N+](=O)[O-] (centres undefined)	i	i
O=C(N/N=C/c1cccc(Oc2ccccc2)c1)c1cccc(Br)c1	i	i
COc1ccc(CNC(=O)C2CCCN2S(=O)(=O)c2ccc(S(=O)(=O)N(C)C)cc2)cc1 (centres undefined)	i	i
CC(C)CC(=O)Nc1ccc2c(c1)oc1ccccc12	i	i
Cc1c(C)c(C)c(S(=O)(=O)n2[nH]c(=O)c(CCO)c2C)c(C)c1C	i	i
CCOC1OC2C(CO)OC(n3cnc4c(N)ncnc43)C2O1 (centres undefined)	i	i
C=CCOC(=O)c1[nH]c2c(c1C)C(=O)CC(c1cc(OC)c(OC)c(OC)c1)C2 (centres undefined)	i	i
O=C(NCCCc1ccccc1)c1ccc(Br)o1	i	i
O=[N+]([O-])c1ccc(Cl)c(NC2=NCCCCC2)c1	i	i
O=C(O)c1cc(-c2ccc(/C=C3\NC(=O)N(c4ccccc4)C3=O)o2)ccc1Cl	i	i
CC(NC(=O)CNC(=O)C1CCCCC1)c1ccc(S(N)(=O)=O)cc1 (centres undefined)	i	i
COc1cc2c(cc1OC)N1C(=O)CC(OCC(=O)O)C3C4CC5(CCN5C(=O)C4=O)C2C31 (centres undefined)	i	i
COc1cc(N2Cc3ccccc3C2)ccc1C=O	i	i
Cc1ccc2cc(CCNS(=O)(=O)c3ccc(Cl)cc3)c(=O)[nH]c2c1C	i	i
COc1ccccc1C(O)(C(=O)NN(C)c1ccccc1)c1ccccc1OC	i	i
CCN(CC)S(=O)(=O)c1ccc2oc(Nc3ccccc3)nc2c1	i	i
O=c1c2cc(Cl)ccc2[nH]c(=S)n1Cc1cccs1	i	i

Gathered by group: those above with fluorine.
SMILES	CHT PAM	CHT inh
Cc1onc(-c2c(F)cccc2Cl)c1C(=O)Nc1cccc(S(=O)(=O)NCc2ccco2)c1	i	i
Cc1ccccc1C(=O)Nc1cccc(NC(=O)c2ccc(F)cc2)c1	i	i

Remaining list, next part
SMILES	CHT PAM	CHT inh
Cc1cc(OCc2cc(C(=O)NCCN3CCCCC3CO)no2)cc(C)c1Cl (centres undefined)	i	-5.4*
Cc1cc(C)c(C#N)c(Oc2ccccc2)n1	i	i
CCC(C)NC(=O)CNC(=O)c1nn(-c2ccc(OC)cc2)c(=O)c2ccccc12 (centres undefined)	i	i
COc1ccc(CSc2ncnc3sccc23)cc1F	i	i
Oc1c(C=C2N=c3ccccc3=N2)sc(=S)n1C1CCCC1	i	i
O=C(CN1C(=O)CCC1=O)NNc1ccc2ccccc2c1	i	i
O=C(Nc1c(C(=O)N2CCOCC2)cnn1-c1ccccc1)c1ccccc1	i	i
O=C(OCc1nc2ccccc2s1)c1cccc(S(=O)(=O)N2CCOCC2)c1	i	i
CC(C)CNS(=O)(=O)c1ccc(OCC(=O)Nc2ccc3c(c2)OCO3)c(Cl)c1	i	i
CCn1c(CNc2cccc(C(F)(F)F)c2)n[nH]c1=S	i	i
CSc1ccccc1C(=O)NCc1cccnc1	i	i
CCOC(=O)CN1C(=O)N[C@@H](c2cccc(F)c2)C(C(=O)OC)=C1C	i	i
CC(Sc1nn(-c2ccc(Cl)cc2)c(=S)s1)C(=O)NCC1CCCO1 (centres undefined)	i	i
CC(C)c1nc2ccccc2c2nnc(SCC(=O)NCc3ccco3)n12	i	i
CN1CCN(S(=O)(=O)c2cc(Cl)c(Cl)cc2Cl)CC1	i	i
CCOC(=O)N1CCN(S(=O)(=O)c2ccc(C(=O)Nc3nnc(C)o3)cc2)CC1	i	i
O=S(=O)(NCCc1csc(-c2ccccc2)n1)c1cccnc1	i	i
CN(CC(=O)Nc1ccccc1Br)C(=O)C1CCN(C(=O)c2ccc(Cl)cc2)CC1	i	i
Cc1ccc(NC(=O)CSc2nnc(CNC(=O)c3ccccc3F)o2)cc1Cl	i	i
O=C(CCn1c(=O)c2ccccc2n(Cc2cccc([N+](=O)[O-])c2)c1=O)N1CCc2ccccc2C1	i	i
Cc1ccc(C(=O)N/C(=C\c2cccc([N+](=O)[O-])c2)C(=O)NCc2ccncc2)cc1	i	i
CCCc1ccc(Oc2cc(N3CCOCC3)nc(-c3ccccc3)n2)cc1	i	i
CN(CC(=O)Nc1c(Cl)cccc1Cl)C(=O)c1ccc2nc[nH]c2c1	i	i
CCOC(=O)CON1C(=O)C(=O)N(OCC(=O)OCC)C2CCCCC21 (centres undefined)	i	i
CCOC(=O)c1nnn(-c2nonc2N)c1-c1ccc(OCC)cc1	i	i
Cc1ccc2nc(-c3cccnc3)cc(C(=O)Nc3ccc(F)cc3C)c2c1	i	i
Cc1cccc(NC(=O)C2CCN(S(=O)(=O)c3ccc4ccccc4c3)CC2)n1	i	i
CCC(=O)Nc1ccc(N2CCCCC2)cc1	i	i
CC(Oc1cc2oc(=O)c3c(c2cc1Cl)CCC3)C(=O)NC1CC(C)(C)NC(C)(C)C1 (centres undefined)	i	i
Cc1cccc(N/N=C/c2ccccc2O)c1	i	i
Cc1cc(NC(=O)Nc2ccc(Cl)cc2)n(C(C)(C)C)n1	i	i
COc1ccc(-n2c(O)c(C=NCC(c3ccco3)N3CCCC3)c3ccccc3c2=O)cc1OC (centres undefined)	i	i
CC(C)c1ccc(NC(=O)COc2ccc(C3SCCS3)cc2)cc1	i	i
CCCNc1nc(C)cc(-c2cc(-c3ccc(Cl)cc3)on2)n1	i	i
O=C(NCCSc1ccccn1)c1ccc(Cl)cc1Cl	i	i
O=C(NNc1ncccc1-n1cccc1)c1ccc(Cl)cc1	i	i
O=C(CCCN1C(=O)c2ccccc2C1=O)Nc1nnc(C2CC2)s1	i	i
COC(=O)CSc1nc(N)c2c3c(sc2n1)C(c1ccccc1)SC(c1ccccc1)C3 (centres undefined)	i	i
COc1cccc(C2C3=C(N=c4s/c(=C\c5ccc(O)cc5)c(=O)n42)c2ccccc2CC3)c1OC (centres undefined)	i	i
Cc1ccccc1NC(=O)c1ccc(CN2CCc3ccccc3C2)cc1	i	i
Cc1occc1C(=O)NC(C)C12CC3CC(CC(C3)C1)C2 (centres undefined)	i	i
COC(=O)c1cccc(COC(=O)c2ccc(N(C)C)cc2)c1	i	i
O=C(CSc1nnc(Cc2cc(=O)[nH]c(=O)[nH]2)n1-c1ccc(Cl)cc1)NC1CCCC1	i	i
COc1ccc(Cl)cc1Nc1nc(NCCO)nc(N2CCCCC2)n1	i	i
CS(=O)(=O)N(CC(=O)N1CCN(c2cccc(Cl)c2)CC1)c1ccccc1	i	i
CC(C)NC(=O)c1ccccc1S(=O)c1ccccc1C#N (centres undefined)	i	i
CCN(C(=O)COC(=O)c1cccc(S(=O)(=O)N(CC)CC)c1)C1CCS(=O)(=O)C1 (centres undefined)	i	i
CC1(C)CC2CC(C)(CN2S(=O)(=O)c2cccc(C(=O)OCC(N)=O)c2)C1 (centres undefined)	i	i
COc1ccc(N2CCN(C(=O)CSc3ncnc4c3cnn4-c3ccccc3C)CC2)cc1	i	i
CCN(CC)CCOC(=O)c1ccc(NC(=O)c2cccc(C)c2[N+](=O)[O-])cc1	i	i
Cc1cccc(C)c1N=C1C(=O)Nc2ccccc21	i	i
Cc1ccc(NS(=O)(=O)c2cc(NC(=O)C(C)Oc3ccccc3)ccc2C)c(C)c1 (centres undefined)	i	i
COc1ccc(C2CC(=O)Nc3n[nH]c(-c4ccccc4)c32)cc1OC (centres undefined)	i	i
O=C(Nc1ccc(N2CCOCC2)cc1)c1ccc(-c2ccccc2[N+](=O)[O-])o1	i	i
O=C1C(Cl)=C(NCCN2CCCCC2)C(=O)c2ccccc21	i	i
Cc1cc(/C=N\NC(=O)COc2cccc3cccnc23)c(C)n1-c1ccccc1	i	i
Cc1cc(/C=C(\C#N)C(N)=O)c(C)n1-c1ccc(N2CCOCC2)c([N+](=O)[O-])c1	i	i
O=C(CSc1ccc(Cl)cc1)NC1CCCc2ccccc21 (centres undefined)	i	i
CC(C)c1ccc(OCC(=O)NNC(=S)NC(=O)c2ccco2)c(Br)c1	i	i
COc1cccc(OC)c1OCCCOc1ccc(C)cc1Br	i	i
Further entries follow:
SMILES	CHT PAM	CHT inh
NC(=S)c1cc2cc(Br)ccc2oc1=O	i	i
CCC(=O)Nc1ccccc1C(=O)OCC(=O)c1ccc2ccccc2c1	i	i
COc1ccc(NC(=O)Cn2ccc3c(OC)cccc3c2=O)cc1	i	i
Cc1ccc(N2CCN(C(=O)c3cc(COc4c(C)cccc4C)on3)CC2)c(C)c1	i	i
Cc1cc(C)c(C#N)c(Oc2ccccc2Br)n1	i	i
COc1ccc(CN(C#N)c2nc(SC)nc(N(C)C)n2)cc1	i	i
COc1ccc(-c2cc(=O)oc3cc(OCC(=O)Nc4ccccn4)ccc23)cc1	i	i
O=C(Nc1nc2ccc(S(=O)(=O)N3CCCC3)cc2s1)c1cccs1	i	i
COc1ccc(NC(=O)Cn2c(C)cc(=O)c3cccc(OC)c32)cc1	i	i
O=C(NCc1cccc(Br)c1)C1CC(c2ccccc2C(F)(F)F)=NO1 (centres undefined)	i	i
COc1ccccc1C(=O)NNC1=NS(=O)(=O)c2ccccc21	i	i
CCc1ccc(C(=O)Nc2ccc(S(=O)(=O)Nc3nc(C)cc(C)n3)cc2)o1	i	i
COc1ccc(S(=O)(=O)N(CC(=O)NCc2ccncc2)Cc2ccccc2)cc1	i	i
O=C(c1cccc(F)c1)N1CCc2ccccc21	i	i
CC1=C(C)CS(=O)N(c2ccc(S(N)(=O)=O)cc2)C1 (centres undefined)	i	i
O=C(Nc1cc2c(cc1Cl)OCCCO2)c1ccc(F)cc1	i	i
COc1cc(C(=O)NCC(=O)OCc2cc(=O)oc3c(C)c(C)ccc23)cc(OC)c1OC	i	i
CCN(CC)CCN(C(=O)c1cc2ccccc2cc1OC)c1nc2ccc(OC)cc2s1	i	i
CC(=O)Nc1cccc(-n2nnc(SCC(=O)Nc3ccc(F)c(Cl)c3)n2)c1	i	i
COCCCn1c(SCC(=O)Nc2ccccc2)nnc1-c1ccncc1	i	i
CC(=O)C1=C(c2ccccc2)OC(N)=C(C#N)C1c1ccccc1C (centres undefined)	i	i
CCC(C)NC(=O)N1c2ccccc2Sc2ccccc21 (centres undefined)	i	i
c1ccc(NC2=NCCN2CCCC2CCCCC2)cc1	i	i
Oc1ccc(/C=N/NC(=S)NCc2ccco2)cc1	i	i
Fc1cc(F)nc(NCc2ccccc2)n1	i	i
CCC(=NC(CC)CO)C1=C(O)CC(C)(C)CC1=O (centres undefined)	i	i
CCC1CCCCN1C(=O)CCC(=O)Nc1nnc(C(F)(F)F)s1 (centres undefined)	i	i
COC(=O)c1ccc(CNC(=O)N2CCN(S(=O)(=O)c3ccc(C)cc3)CC2)cc1	i	i
O=C(O)CC(NC(=O)C(c1ccccc1)c1ccccc1)c1cccc([N+](=O)[O-])c1 (centres undefined)	i	i

Records above that bear a hit mark in CHT inh:
Molecule | CHT inh
Cc1cc(OCc2cc(C(=O)NCCN3CCCCC3CO)no2)cc(C)c1Cl (centres undefined) | -5.4*

Compounds were not picked by outcome (roughly 1.5% active in at least one column).
